TNF death inh – blocks TNF-alpha induced death of Jurkat FADD-/- cells | 0.068% of 220,000 active | activation (protection from cell death), % at 10 µM | Jurkat FADD-/- TNF necroptosis rescue, ATP luminescence, 24 h; 0 = TNF only, 100 = no-TNF cells;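 active = activation, meaning protection from cell death, of at least 50% relative to plate controls; inactive = activation below 50%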;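 note: necroptosis triggered by 40 ng/mL TNF-alpha added together with compound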
EBV gp42 inh – EBV gp42 inhibition; Q1HVG2; Fluorescence polarization binding assay, mP read-out; inhibition, % (tested at 21.74 µM); 0.42% of 220,000 active; AID 1085; in the data active = inhibition above about 50%
Target sequence (Q1HVG2 whole entry, looked up): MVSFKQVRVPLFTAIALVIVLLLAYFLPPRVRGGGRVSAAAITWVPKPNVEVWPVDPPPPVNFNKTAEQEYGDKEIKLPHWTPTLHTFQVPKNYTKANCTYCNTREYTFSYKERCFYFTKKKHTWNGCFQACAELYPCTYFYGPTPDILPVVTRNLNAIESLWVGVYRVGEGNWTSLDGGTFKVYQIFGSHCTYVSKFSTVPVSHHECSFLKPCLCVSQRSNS
Runt-SMMHC FRET – inhibitors of human RUNX1 Runt domain binding to CBFb-SMMHC; Q01196+Q13951; Cerulean-Runt/Venus-CBFb-SMMHC FRET ratio 530/480, 1 h; inhibition, % at 20 µM; 0.74% of 220,000 active;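 active = mean inhibition across duplicate retests at 20 µM reaching about 50%, limit read from the data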;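 note: 0% = DMSO wells and 100% = wells with excess untagged CBFb-SMMHC; inhibitors lower the FRET ratio by blocking Runt binding to CBFb-SMMHC; some results filed as inactive read as strong as hits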
p47phox inh – blocks human p47phox regulatory protein of NADPH oxidases | p47phox/p22phox peptide binding, fluorescence polarization, 2 h | inhibition, % at 24.7 µM | 0.53% of 220,000 active;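 active = inhibition above about 30%, limit read from the data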;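 note: 0% = p47phox with labelled peptide and 100% = labelled peptide alone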
Target sequence (P14598 whole entry, looked up): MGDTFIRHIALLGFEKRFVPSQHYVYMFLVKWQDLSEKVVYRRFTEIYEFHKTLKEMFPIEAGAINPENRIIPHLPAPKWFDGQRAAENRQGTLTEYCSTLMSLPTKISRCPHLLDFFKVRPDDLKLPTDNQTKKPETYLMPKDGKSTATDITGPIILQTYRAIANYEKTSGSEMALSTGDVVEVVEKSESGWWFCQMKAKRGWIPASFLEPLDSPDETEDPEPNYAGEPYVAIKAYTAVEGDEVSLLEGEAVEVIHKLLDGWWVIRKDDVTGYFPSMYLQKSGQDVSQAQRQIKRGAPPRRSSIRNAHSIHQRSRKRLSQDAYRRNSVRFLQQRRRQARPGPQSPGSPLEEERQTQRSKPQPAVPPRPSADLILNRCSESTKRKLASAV
TRPML3 ag – human mucolipin-3 channel agonism. Q8TDD5. 0.29% of 220,000 active. AID 1448. activation, % at 3 µM. HEK293 TRPML3-YFP, Fluo-8 calcium fluorescence; 100% = the carbachol control signal;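 active = activation above its plate's cutoff, the mean activation of the plate's test wells plus 3 SD, cut at about 12% in these data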;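 note: 0% = DMSO only wells and 100% = carbachol wells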
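Material: HEK293 cells stably carrying human TRPML3-YFP; compound dosing: single dose, 3 µM final nominal compound, 0.3% DMSO final; incubation: 1-h 37 °C dye load, 5-s basal, 120-s post-compound reads; technique: Fluo-8 intracellular calcium fluorescence, excitation 470-495 nm, emission 515-575 nm; read-out basis: percent activation from peak-to-basal fluorescence ratio, scaled between DMSO and carbachol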
TRPN1 ag – zebrafish TRPN1 (NompC) channel agonism | activation, % at 3 µM | HEK293 zebrafish TRPN1-YFP, Fluo-8 calcium fluorescence; 100% = response to 87 µM carbachol | 0.18% of 220,000 active | AID 1424;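 active = activation above its plate's cutoff, the mean activation of test wells on that plate plus 3 SD, cut at about 19% in these data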;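 note: 0% = DMSO alone and 100% = 87 µM carbachol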
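System: zebrafish TRPN1-YFP in HEK293 cells / Dosing: 3 µM single point / Timing: dye loading 1 h at 37 °C, then 30 min room temperature / Signal: Fluo-8 calcium fluorescence, excitation 470-495 nm, emission 515-575 nm / Read-out basis: percent activation from peak over basal fluorescence ratio, control-normalized / Control set: high carbachol 87 µM, low DMSO alone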
MDM2 E3 inh – blocks human Mdm2 ubiquitin ligase activity. signal enhancement, % at 5 µM. Q00987. 0.11% of 210,000 active. cell-based MDM2 ubiquitination luciferase reporter, 2 h; 0 = plate control, 100 = twice control, blank-subtracted;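 active = signal enhancement of 30% or more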;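 note: luminescence tracks abundance of the self-degrading MDM2-luciferase fusion protein; higher signal means inhibition of MDM2 E3 ligase activity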
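Assay system: mammalian cells stably expressing self-ubiquitinating, self-degrading MDM2 E3–luciferase fusion. Quantity: 2000 cells in each well. Medium: DMEM culture medium. Compound dosing: single-point 5 µM. Timing: cell settling 4 h, compound treatment 2 h, both 37 °C. Technique: luciferase luminescence. Read-out basis: percent signal gain over controls, blank-subtracted. Benchmarks: plate controls and plate blanks.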
PPC-1+TRAIL kill – kills PPC-1 cancer cells in the presence of TRAIL; PPC-1 cells + TRAIL, ATPLite viability luminescence; AID 1443; cell killing (% activity), % at 4 µM; 0.41% of 220,000 active;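 active = cell killing above 50% in the first pass at 4 µM, then a duplicate retest at 5 µM averaging 50% or more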;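 note: plate controls were cells with TRAIL plus DMSO for no effect and medium-only wells lacking cells for full effect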
CHOP inhibitor – inhibitors of CHOP induction in ER stress response; 3.8% of 220,000 active; inhibition, % at 10 µM; CHO-K1 CHOP-promoter luciferase, tunicamycin-induced, 15-18 h;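 active = compounds that reduced the stress-induced luciferase reporter signal by more than about 70% of percent inhibition, limit read from the data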;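 note: 0% = tunicamycin plus vehicle and 100% = wells without tunicamycin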
* marks the source's active call; other numbers are inactive results; · = not tested or not shown.

SMILES	TNF death inh	EBV gp42 inh	Runt-SMMHC FRET	p47phox inh	TRPML3 ag	TRPN1 ag	MDM2 E3 inh	PPC-1+TRAIL kill	CHOP inhibitor
CC(Sc1nc2ccccc2s1)C(=O)Nc1nnc(C(C)C)s1 (configuration not stated)	0.8	2	-1	-11	0.1	0.0	-21	19	54
Cc1ccc2cc(CN(Cc3ccccc3)Cc3nnnn3C3CCCC3)c(=O)[nH]c2c1	-3.2	-12	0	-16	0.5	-0.1	-4	-14	47
Cc1c(C(=O)Oc2cc(N)n(S(C)(=O)=O)n2)cccc1[N+](=O)[O-]	0.2	-3	-4	·	0.9	1.4	-5	5	30
O=C(COC(=O)c1ccco1)Nc1ccc2c(c1)OCO2	0.8	-24	-3	-8	0.1	0.9	-18	19	2
O=C(NCCNC(=O)c1ccco1)c1cccc(F)c1	1.4	9	4	-5	1.5	1.4	4	6	-22
COc1cc(/C=N/NS(=O)(=O)c2ccc3ccccc3c2)ccc1OCCN1CCOCC1	2.0	-15	-3	1	0.5	-0.6	-36	-1	-2
CCOC(=O)C1=C(CC)OC(N)=C(C#N)C1c1ccc(OC)c(C)c1OC (configuration not stated)	1.2	19	6	-4	-0.1	0.2	1	16	0
CCOC(=O)c1cnc2c(c(C)nn2C)c1Oc1cc(Cl)cc(Cl)c1	-0.8	-18	-4	-5	-0.8	0.0	-15	16	10
CNC(=S)N(CCc1cccc(C)c1)Cc1cc2cc(OC)c(OC)cc2[nH]c1=O	3.8	14	-3	-8	0.4	0.4	-2	4	24
c1csc(-c2noc(COc3ccc4c(c3)CCCC4)n2)c1	0.1	-27	-5	-10	-0.1	0.3	-8	33	49
Cc1c(C(=O)NCc2n[nH]c(=S)n2-c2ccc(F)cc2)cccc1[N+](=O)[O-]	0.3	-18	12	1	0.2	1.1	-90	1	10
CCC(C)C(=O)Nc1c2c(nc3c1CCC3)CCCC2 (configuration not stated)	-3.7	-11	-2	-11	0.5	0.1	·	-18	3
CCOC(=O)C1CCN(C(=O)Cc2c(C(=O)O)n(C)c3ccccc23)CC1	-0.5	-9	2	-3	-0.2	0.2	-8	-6	-7
CCOC(=O)c1ccc(NC(=O)Oc2ccccc2)cc1	2.1	-22	2	-4	0.9	-0.3	-9	5	-20
N#C/C(=C\c1cccs1)Sc1nc2ccccc2s1	-3.1	-8	-4	-92	0.2	-1.5	-11	-6	35
Cc1ccc(-n2cccn2)cc1	-0.4	-3	2	-2	0.6	-0.3	-5	15	2
COc1ccc(C(=O)O)cc1N1C(=O)Nc2ccccc2N1O	1.3	-25	-1	-8	0.1	-0.3	12	7	-12
COc1ccc(-c2nc[nH]c2[N+](=O)[O-])cc1	-0.2	-4	4	3	0.4	1.4	-2	6	24
Cc1ccc(Sc2ncccc2/C=N/O)cc1	1.0	-16	1	-2	-0.7	-1.6	-15	0	10
CN(CC(=O)NCCN1CCN(c2ccccc2)CC1)S(=O)(=O)c1ccc2c(c1)CCC(=O)N2	0.3	1	-2	-8	0.5	0.4	-7	-19	3
Cc1nnc(SCCn2c(N(C)Cc3ccccc3)nc3c2c(=O)[nH]c(=O)n3C)s1	-1.5	-14	3	1	-0.4	0.1	-15	7	28
COc1ccc(Br)cc1CN(C)C(=O)c1ccc2c(c1)NC(=O)C(C)S2 (configuration not stated)	-0.5	7	-3	-6	-1.1	1.1	-11	8	8
O=C(C1CCN(S(=O)(=O)c2cccnc2)CC1)N1CCN(c2ccccc2Cl)CC1	-2.6	-5	2	-7	1.0	2.1	2	24	7
CCCCC(CC)CNC(=O)C1CC=CCC1C(=O)O (configuration not stated)	0.3	-9	1	-13	0.4	-0.9	-7	2	17
O=C(Nc1c(Cl)ccc2nsnc12)c1ccco1	-1.3	5	-4	-3	-0.3	1.0	-2	4	18

Look-ups from the entries so far.
CCOC(=O)c1ccc(NC(=O)Oc2ccccc2)cc1 in CHOP inhibitor = -20
CNC(=S)N(CCc1cccc(C)c1)Cc1cc2cc(OC)c(OC)cc2[nH]c1=O in TRPN1 ag = 0.4
Cc1ccc(-n2cccn2)cc1 in Runt-SMMHC FRET = 2

Three of the entries above in order of the CHOP inhibitor value, low to high:
molecule	EBV gp42 inh	Runt-SMMHC FRET	p47phox inh	TRPML3 ag	MDM2 E3 inh	CHOP inhibitor
O=C(C1CCN(S(=O)(=O)c2cccnc2)CC1)N1CCN(c2ccccc2Cl)CC1	-5	2	-7	1.0	2	7
CCCCC(CC)CNC(=O)C1CC=CCC1C(=O)O (configuration not stated)	-9	1	-13	0.4	-7	17
Cc1nnc(SCCn2c(N(C)Cc3ccccc3)nc3c2c(=O)[nH]c(=O)n3C)s1	-14	3	1	-0.4	-15	28

Part of the list above, as labelled records:
CCOC(=O)c1cnc2c(c(C)nn2C)c1Oc1cc(Cl)cc(Cl)c1
  TNF death inh = -0.8 | EBV gp42 inh = -18 | Runt-SMMHC FRET = -4 | p47phox inh = -5 | TRPML3 ag = -0.8 | TRPN1 ag = 0.0 | MDM2 E3 inh = -15 | PPC-1+TRAIL kill = 16 | CHOP inhibitor = 10

CNC(=S)N(CCc1cccc(C)c1)Cc1cc2cc(OC)c(OC)cc2[nH]c1=O
  TNF death inh = 3.8 | EBV gp42 inh = 14 | Runt-SMMHC FRET = -3 | p47phox inh = -8 | TRPML3 ag = 0.4 | TRPN1 ag = 0.4 | MDM2 E3 inh = -2 | PPC-1+TRAIL kill = 4 | CHOP inhibitor = 24

c1csc(-c2noc(COc3ccc4c(c3)CCCC4)n2)c1
  TNF death inh = 0.1 | EBV gp42 inh = -27 | Runt-SMMHC FRET = -5 | p47phox inh = -10 | TRPML3 ag = -0.1 | TRPN1 ag = 0.3 | MDM2 E3 inh = -8 | PPC-1+TRAIL kill = 33 | CHOP inhibitor = 49

Remaining list, next part
SMILES	TNF death inh	EBV gp42 inh	Runt-SMMHC FRET	p47phox inh	TRPML3 ag	TRPN1 ag	MDM2 E3 inh	PPC-1+TRAIL kill	CHOP inhibitor
CCn1c(=O)cc(SCC(=O)Nc2cc(OC)c(OC)c(OC)c2)c2ccccc21	-1.1	-8	4	-15	-1.8	0.8	-8	-29	25
O=C(O)CC(NC(=O)C12CC3CC(CC(C3)C1)C2)c1ccc2c(c1)OCO2 (configuration not stated)	0.1	-1	0	-2	0.9	0.3	-12	-4	55
CS(=O)(=O)N1CCc2cc(-c3csc(NC(=O)Cc4ccccc4)n3)ccc21	-5.4	1	1	-22	0.6	6.7	2	14	28
Cc1cc(Cl)c(S(=O)(=O)NCC2CCCO2)cc1OCC(N)=O (configuration not stated)	-1.1	9	-4	-9	-0.5	1.4	-3	7	-20
Cc1cc(C)c(-n2c(O)c(C=NCCN3CCOCC3)c(=O)[nH]c2=O)c(C)c1	0.2	-6	1	5	-0.3	-0.9	-5	0	19
Cc1cccc(N2C(=O)CN=C2Nc2nc(C)cc(C)n2)c1	-0.4	-28	2	-1	1.0	-0.6	-17	9	14
O=C(NCCc1ccncc1)Nc1cccc(Cl)c1	1.3	-8	2	-5	-0.1	1.2	-16	36	12
COc1ccccc1N1CCN(CC(=O)Nc2ccc(-n3cnnn3)cc2)CC1	0.5	-6	0	-8	0.8	0.9	-7	7	-1
CCOCCCNC(=O)C1CCN(S(=O)(=O)N(CC(C)C)CC(C)C)CC1	-0.2	-17	-2	-15	0.4	-0.6	-3	13	-3
Cc1cc(C)n2cc(CSc3ccc(Cl)cc3)nc2n1	-0.3	-1	-2	-3	0.8	-0.8	-44	-2	1
CC(=O)NCCOc1nc(N(C)C)nc(N2CCCCC2)n1	1.1	-9	-1	-3	0.6	0.5	-11	11	-3
O=C(NCCSc1ccccc1)c1ccc(Br)cc1	3.1	5	1	-2	-0.4	-2.0	-23	7	-11
Cc1ccc(/C=N/n2c(C)cc(C)c(C#N)c2=O)o1	0.0	-16	-2	-12	0.2	1.3	-3	14	11
Cc1ccc(NC(=O)CSc2nnc(-c3n[nH]c4ccccc34)n2-c2ccccc2)c(C)c1	3.7	-9	-2	-21	-1.0	-0.3	-6	0	3
Cc1ccccc1OCc1nc2ccccc2c(=O)n1/N=C/c1cn[nH]c1-c1ccccc1	-0.9	7	5	1	0.8	1.1	-31	-3	85*
CCOC(=O)c1c(NC(=O)COC(=O)Cn2c(C)nc3ccccc32)sc2c1CCCC2	0.5	-3	-4	15	0.0	1.1	13	20	74*
CCN(CC)c1ccc(-c2nn3c(-c4ccccc4OC)nnc3s2)cc1	-11	-21	26	-55	-2.0	-3.0	15	8	·
Cn1cnnc1SCC(=O)Nc1nc(-c2ccc(F)cc2)cs1	0.9	-13	-1	-18	2.1	1.5	12	10	6
CCOc1nc(-c2ccccc2)ccc1-c1noc(-c2ccncc2)n1	0.1	-17	-1	-10	0.3	0.8	-21	16	27
Cc1nc(N2CCOCC2)nc(Oc2ccccc2F)c1[N+](=O)[O-]	-4.4	-6	-9	-4	-1.2	-1.7	-10	15	27
Cc1cc(C)c2nc(N3CCC(C(=O)N4CCN(C(=O)c5ccco5)CC4)CC3)sc2c1	-2.3	-12	-7	-5	-0.4	-1.7	-20	-14	26
CCOc1ccccc1NC(=O)NC1CCN(CC(=O)Nc2ccc3c(c2)OCCO3)CC1	0.5	-14	-3	-12	-0.7	-0.9	3	39	11
O=c1[nH]ncc(N2CCN(C(c3ccccc3)c3ccccc3)CC2)c1Cl	-0.5	7	2	-8	-1.3	-2.4	-17	22	50
O=C1CC(NCc2ccncc2)C(=O)N1c1ccccc1 (configuration not stated)	-2.8	-1	-1	-10	-0.2	-0.4	-11	24	-35
COc1ccc(C2=NN(CN3C(=O)C(=O)c4ccccc43)C(c3ccc(Br)cc3)C2)cc1 (configuration not stated)	-5.4	-2	-4	-2	0.2	-0.7	-6	-21	60
O=C(COC(=O)Cc1ccccc1F)Nc1ccc(SC(F)F)cc1	0.7	-16	2	-16	-0.2	-1.4	-20	4	-18
Cn1ccnc1Sc1ccc(/C=N/NC(=O)c2ccccc2[N+](=O)[O-])cc1[N+](=O)[O-]	-0.3	-16	1	-11	-0.3	-0.5	-9	13	-12
CCCn1c(N)c(CC)c(=O)[nH]c1=O	0.3	10	1	2	0.8	-0.8	-9	-23	9
Cc1nn(Cc2ccc(Cl)c(Cl)c2)c(C)c1NC(=O)c1cc(C2CC2)on1	-4.7	-12	2	1	-0.3	-0.5	-6	8	83*

Screens (PubChem)
